# TrxR1 inh: inhibitors of rat thioredoxin reductase 1. O89049. AID 588453. recombinant rTrxR1, NADPH fluorescence consumption, selenite substrate. 390,000 compounds, 1% hits. Potency, µM (top dose mostly 114 µM), without a hit: top-dose activity change, negative = inhibition, most hits filed as inhibitors; further: potency means the concentration at half of the fitted maximal effect; on the % scale 0 is the no-effect control and ±100 the full control effect; nearly all actives have a fitted effect of over 65% in size
# Target sequence (O89049 whole entry, looked up): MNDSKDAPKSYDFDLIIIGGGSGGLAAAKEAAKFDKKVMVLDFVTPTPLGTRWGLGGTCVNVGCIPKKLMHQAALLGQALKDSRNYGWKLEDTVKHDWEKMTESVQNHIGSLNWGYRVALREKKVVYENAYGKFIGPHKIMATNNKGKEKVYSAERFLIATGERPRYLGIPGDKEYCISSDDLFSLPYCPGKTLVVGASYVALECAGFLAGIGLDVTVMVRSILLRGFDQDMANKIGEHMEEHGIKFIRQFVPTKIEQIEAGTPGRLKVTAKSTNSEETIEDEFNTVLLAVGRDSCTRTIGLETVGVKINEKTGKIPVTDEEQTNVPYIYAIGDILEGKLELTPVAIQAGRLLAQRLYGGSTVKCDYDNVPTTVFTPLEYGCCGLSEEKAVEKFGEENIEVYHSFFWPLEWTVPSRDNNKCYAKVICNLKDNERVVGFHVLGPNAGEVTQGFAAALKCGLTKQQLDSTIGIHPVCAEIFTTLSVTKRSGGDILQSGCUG
#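 Rat TrxR1 (90 nM in the dispensed reagent) was pre-reduced with 400 uM NADPH for 5 min at room temperature, then incubated with compound for 15 min. After 400 uM selenite was added, NADPH fluorescence (Ex 340/Em 450 nm) was followed for 8 min.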
# mIDH1 inhibitor: blocks human mutant IDH1 R132H enzyme; 390,000 compounds, 0.093% hits; O75874; Potency, µM (highest dose often 76.6 µM), for the others: top-dose activity change, negative = inhibition, most hits filed as inhibitors; IDH1-R132H enzyme, NADPH consumption, diaphorase/resazurin fluorescence; further: potency means the concentration at half of the fitted maximal effect; on the % scale 0 is the no-effect control and ±100 the full control effect; nearly all actives have a fitted effect of over 65% in size
#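 IDH1-R132H (0.5 ug/mL dispensed) in pH 7.5 Tris buffer was preincubated 30 min with compound, then given a substrate mix of 0.016 mM NADPH and 2 mM alpha-KG for 80 min at room temperature; remaining NADPH was read by diaphorase/resazurin fluorescence.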
# Glioma ERSR ind: inducers of ER stress response in human glioma cells; Potency, µM, for inactives: at the highest dose activation, most hits filed as activators; 420,000 compounds, 0.02% hits; U87-MG GRP78 promoter luciferase reporter, 16 h; further: potency means the concentration at half of the fitted maximal effect; series mostly up to about 76 µM; % of control where 0% means no effect; nearly all actives have a fitted effect of over 35% in size
#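 Stably transfected U87-MG human glioma cells carrying a GRP78-based luminescent sensor were seeded at 1000 cells/well, pin-dosed with compounds and incubated 16 h. Luciferase reagent was then added, and end-point luminescence was read after 10 min at room temperature.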
# Vif-A3G inh: Vif-A3G binding inhibition; HeLa A3G-eYFP + Vif (tagged APOBEC3G with the HIV-1 protein that degrades it), YFP fluorescence, overnight; Potency, µM (top dose mostly 46.1 µM), for the others: top-dose activity, negative = active, hits mostly inhibitors; 410,000 compounds, 0.076% hits; AID 602310;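 further: potency means the concentration at half of the fitted maximal effect; on the % scale 0 is the no-effect control and ±100 the full control effect; nearly all actives have a fitted effect of over 60% in size; hits raise eYFP signal because A3G escapes Vif-driven loss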
# Target sequence (Q9HC16 whole entry, looked up): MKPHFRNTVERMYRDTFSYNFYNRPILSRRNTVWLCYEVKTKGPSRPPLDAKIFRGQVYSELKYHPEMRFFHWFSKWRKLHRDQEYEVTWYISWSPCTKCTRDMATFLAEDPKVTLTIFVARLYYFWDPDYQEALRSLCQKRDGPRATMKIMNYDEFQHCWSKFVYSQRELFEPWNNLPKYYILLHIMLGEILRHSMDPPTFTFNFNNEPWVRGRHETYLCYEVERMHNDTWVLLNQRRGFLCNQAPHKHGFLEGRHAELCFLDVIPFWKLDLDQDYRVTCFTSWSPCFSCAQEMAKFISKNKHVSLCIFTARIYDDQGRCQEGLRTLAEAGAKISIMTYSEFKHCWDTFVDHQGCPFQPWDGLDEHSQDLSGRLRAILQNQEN
#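 Read-out is eYFP fluorescence (Ex 488/Em 500-530) from Vif-expressing HeLa A3G-eYFP cells; more signal means A3G escaped Vif-mediated degradation. Cells plated overnight, compound pinned in, incubated overnight at 37 deg C.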
# Vif-APOBEC3F blk: Vif-A3F binding inhibition | 390,000 compounds, 0.2% hits | HeLa A3F-eYFP + Vif (tagged APOBEC3F with the HIV-1 protein that degrades it), YFP fluorescence increase | Potency, µM (series often up to 46.1 µM), for the others: at the top dose activity, negative = active; further: potency means the concentration at half of the fitted maximal effect; % of control where 0% means no effect; nearly all actives have a fitted effect of over 65% in size
#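 HeLa cells stably expressing Vif plus C-terminally eYFP-tagged A3F were seeded, incubated overnight at 37 deg C, dosed with compound, incubated overnight again at 37 deg C. Yellow fluorescence (Ex 488/Em 500-530) reported blocked Vif-mediated A3F-eYFP degradation.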
# RGS4 inh: human RGS4 inhibition | Potency, µM (series often up to 114 µM), inactives show top-dose activity change, negative = inhibition, usual class: inhibitors | 390,000 compounds, 0.039% hits | P49798 | Transcreener GDP fluorescence polarization, RGS4-accelerated GTP hydrolysis; further: potency means the concentration at half of the fitted maximal effect; on the % scale 0 is the no-effect control and ±100 the full control effect; nearly all actives have a fitted effect of over 75% in size; some results filed as inactive show a strong effect at the top dose
# Target sequence (P49798 whole entry, looked up): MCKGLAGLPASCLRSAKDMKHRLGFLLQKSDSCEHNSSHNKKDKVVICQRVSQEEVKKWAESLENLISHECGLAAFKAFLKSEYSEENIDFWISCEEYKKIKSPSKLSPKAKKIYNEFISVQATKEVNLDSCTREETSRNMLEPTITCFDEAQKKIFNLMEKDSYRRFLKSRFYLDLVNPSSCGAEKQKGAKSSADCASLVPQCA
#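 MLSMR compounds (23 nl, pin-transferred) preincubated 10 min at room temperature with a 500nM (2x) first reagent, then RGS4 at 900nM (2x) plus Transcreener GDP mix added; fluorescence polarization (620/688 nm) read before and after 90 min at 30 °C.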
# USP1 inh: inhibitors of human USP1/UAF1 deubiquitinase; Potency, µM (titrated, usually from 57.1 µM), without a hit: top-dose activity change, negative = inhibition, actives largely listed as inhibitors; recombinant USP1/UAF1, Ub-Rhodamine cleavage fluorescence; O94782; 390,000 compounds, 0.23% hits; further: potency means the concentration at half of the fitted maximal effect; on the % scale 0 is the no-effect control and ±100 the full control effect; nearly all actives have a fitted effect of over 60% in size; inactives centre near -12
#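 In this screen, compounds sit with the deubiquitinase complex (1nM) for 15 min at room temperature before Ub-Rho is added at 150nM final. Fluorescence rise is then followed for 6 reads every 60 seconds.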
# LDHA block: inhibitors of human lactate dehydrogenase A | activity change, % (values are at about 110 or 230 µM) | 480,000 compounds, 0.15% hits | P00338 | AID 1347041 | purified LDHA, NADH/diaphorase-resazurin fluorescence; hits give low values; in the data active means activity change below about -30%; inconclusive means mostly about -25% to -30%;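 further: plate controls were DMSO wells for no effect and wells without enzyme for full effect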
#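 Enzyme activity of human lactate dehydrogenase 5 (2 nM; 0.06 mM NADH, 0.2 mM pyruvate, 5 min, RT) is measured via a resazurin/diaphorase fluorescence readout of residual NADH.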
# TrxR1 substrate: is turned over as a substrate by rat TrxR1 | O89049 | purified TrxR1 substrate turnover, NADPH consumption readout | Potency, µM (top dose mostly 114 µM), for inactives: at the top dose activity change, negative = substrate turnover | 390,000 compounds, 0.01% hits; further: potency means the concentration at half of the fitted maximal effect; on the % scale 0 is the no-effect control and ±100 the full control effect; nearly all actives have a fitted effect of over 50% in size
#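 Rat TrxR1, dispensed at 90 nM, was prereduced with 400 uM NADPH (final) for 5 min at ~22 deg C, then incubated with compound 15 min before 400 uM selenite. A first-read NADPH fluorescence drop versus no-compound background flagged substrates.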
# * = called active by the depositor; ? = inconclusive; . = no result given; & = joins results of further samples; ! = repeats disagree; [ ] = dose if it differs, or a comment. Unless noted, the call rests on the fitted dose curve; in most records, active means well fitted curve in the direction sought with a large enough effect; inconclusive means small, poorly fitted or top-dose-only effect, or another doubt; inactive means no such curve, though single readings can be large; an effect the other way counts as inactive or inconclusive. Not all compounds are listed (hit frequency here may not be typical).
SMILES,TrxR1 inh,mIDH1 inhibitor,Glioma ERSR ind,Vif-A3G inh,Vif-APOBEC3F blk,RGS4 inh,USP1 inh,LDHA block,TrxR1 substrate
COC(=O)C1=C(c2ccc(-c3ccccc3)c(F)c2)C[C@@H]2CC[C@H]1N2C(=O)NCc1cc(C)oc1C(F)(F)F,18%,-1%,-4%,0%,-2%,-3%,?,0,-6%
COP(=S)(OC)SCn1nnc2ccccc2c1=O,71%[activator][57.1 µM],8%,-3%&-6%,0%,-9%,?,-5%,-5,1%[57.1 µM]
C/C(=N\Nc1ccccc1)c1c(O)n(C)c(=O)n(C)c1=O,8%,-7%,-5%,-14%,1%,-10%,-6%,-3,-2%
CC(C)OCC(O)CN1CC2C[C@@H](C1)Cn1c2cccc1=O (stereo partly specified),-4%,1%,-3%,-4%,-1%,-4%,-7%,1,3%
COc1ccc(C(=O)N2CCCC2=O)cc1,-4%[57.1 µM],-6%,-3%&0%&0%&-1%&-5%,0%,5%,-7%[56.9 µM],?,-13,-2%[57.1 µM]
C[C@]12CCC3C(CC[C@H]4C[C@@H](O)CC[C@]34C)C1C[C@@H](O)[C@H]2O (stereo partly specified),26%,5%,-2%,0%,2%,-6%,-16%,-2,9%
C[N+]1(C)CCc2cc3c(cc2[C@H]1[C@@H]1OC(=O)c2c1ccc1c2OCO1)OCO3,-4%[57.1 µM],2%&24%,-3%&-2%&-1%,4%&-3%,8%&7%,15%[56.9 µM],-22%&-2%,-12&1,4%[57.1 µM]
Cc1[nH]c2ccc(OC(F)(F)F)cc2c1CCNCc1ccc(Cl)cc1,11%,-5%,-15%,?,3%,-6%,-15%,-6,-2%
CCN(CC)CCN1Cc2ccccc2C1=N,3%,6%,-3%,1%,-2%,21%,-10%,-1,-3%
CC(C)[C@H]1C(=O)N2CCC[C@H]2[C@]2(O)O[C@](NC(=O)[C@@H]3C=C4c5cccc6[nH]cc(c56)C[C@H]4N(C)C3)(C(C)C)C(=O)N12,?,10%,-3%,-22%,?,-35%,22µM*,9,34%[activator]
Cc1ccc(S(=O)(=O)NC(Cc2cnc[nH]2)C(=O)O)cc1 (stereo unspecified),-4%,0%,-4%,-1%,-9%,-8%,-18%,-3,0%
O=c1c2ccc(Cl)cc2[nH]c(=S)n1-c1cccnc1,-4%[57.1 µM],13%,-4%,-7%,9%,4%,-7%,6,10%[57.1 µM]
CC(=NCCCn1ccnc1)c1c(O)n(-c2ccccc2)c(=O)[nH]c1=O,19%[57.1 µM],6%,-2%,1%,2%,-7%,0%,-4,-19%[57.1 µM]
CCCCn1c(=O)c(C(=O)NCc2ccccc2Cl)c(O)c2ccccc21,15%,1%,-1%,-1%,1%,4%,-22%,-4,4%
O=P(NC1CCCCC1)(Oc1ccccc1)Oc1ccccc1,-7%[57.1 µM],8%,-7%,-3%,-9%,10%,-23%,-5,-4%[2.29 µM]
C[N+](C)(C)CC(=O)O,27µM*!,3%,-3%&0%,-3%,0%,8%[56.9 µM],-26%,-8,-2%[57.1 µM]
COc1cccc(C2(O)CCN(Cc3ccncc3)CC2)c1,22%,-1%,-2%,2%,0%,5%[11.4 µM],-17%,-1,3%
Cc1cc(C(=O)OC(C)C(=O)Nc2ccccc2)c(C)n1C1CC1 (stereo unspecified),.,3%,-7%,2%,0%,.,-13%,0,.
O=C(CN1CCCC1=O)NCCc1ccccc1,15%,-9%,-4%,-1%,-5%,0%,-12%,0,1%
Cc1cc(/C=C2/C(=O)NC(=O)N(c3ccccc3)C2=O)c(C)n1-c1ccc(F)cc1,-34%,1%,-3%,0%,1%,-27%,-6%,-3,-12%
CN(C(=O)Oc1ccc(Cl)c2cccnc12)c1ccccc1,-2%,2%,0%,-13%,4%,-11%,-15%,-10,-3%
CC1(O)CCC2C3CCC4=CC(=O)CCC4=C3C=CC21C (stereo unspecified),-10%[2.29 µM],-10%,-3%,0%,-1%,-32%,0%,12,-8%[2.29 µM]
Cc1cccc(N2C(=O)NC(=O)/C(=C\c3cc(C)n(-c4sc5c(c4C#N)CCCC5)c3C)C2=O)c1C,-7%[57.1 µM],?,16%,-24%,2%,?,?,-6,9%[57.1 µM]
CCOC(=O)c1ccc(N2C(=O)CC(N3CCC(C#N)(c4ccccc4)CC3)C2=O)cc1 (stereo unspecified),-21%,6%,-5%,-5%,4%,-17%,-11%,-4,1%
CCn1c(=O)n(CC(=O)N2CCC3(CC2)OCCO3)c(=O)c2ccccc21,3%[57.1 µM],0%,-3%,0%,0%,3%,-16%,-5,8%[57.1 µM]
# Continuation:
SMILES,TrxR1 inh,mIDH1 inhibitor,Glioma ERSR ind,Vif-A3G inh,Vif-APOBEC3F blk,RGS4 inh,USP1 inh,LDHA block,TrxR1 substrate
Cc1nn(Cc2ccccc2Cl)c(C)c1C(=O)OCC(=O)NC1CCCC(C)C1C (stereo unspecified),13%,3%,-4%,0%,-12%,0%,-9%,-1,4%
CCN(CC(=O)Nc1ccccc1C(F)(F)F)C(=O)CCSc1ccc(F)cc1,-22%,3%,-3%,-2%,?,15%,1%,-1,-15%
CSCc1nnc2n1-c1ccc(Cl)cc1C(c1ccccc1)=NC2,-3%,-2%,-2%,-18%,-14%,16%,2%,-8,-6%
CCN1c2nc3c(C)cccn3c(=O)c2CC2(C(=O)N(C)C(=O)N(C)C2=O)C1C (stereo unspecified),14%,1%,-9%,0%,-14%,-2%,-15%,-4,5%
Cc1nc2c(c(=O)[nH]1)C(c1ccccc1Cl)c1c(c3ccccc3oc1=O)O2 (stereo unspecified),17%,0%,-6%,0%,7%,-7%,-23%,-8,5%
C[C@H]1O[C@@H](O[C@H]2[C@@H](O)C[C@H](O[C@H]3[C@@H](O)C[C@H](O[C@H]4CC[C@@]5(C)[C@H](CC[C@@H]6[C@@H]5CC[C@]5(C)[C@@H](C7=CC(=O)OC7)CC[C@]65O)C4)O[C@@H]3C)O[C@@H]2C)C[C@H](O)[C@@H]1O,9%,-2%,-4%,-14%,-1%,15%,7%,-1,0%
COc1ccc(-n2c(/C=C/c3ccc(O)c(OC)c3)nc3ccccc3c2=O)cc1,9%,14%,-1%,-11%,20µM*,-24%,-15%,0,2%
CC(C)(C)C(O)C(Oc1ccc(Cl)cc1)n1cncn1 (stereo unspecified),9%,0%,-2%&-5%,-3%,5%,-2%,17%,-4,-2%
Nc1ccc2ccccc2c1,-15%,17%,-3%,-7%,-11%,?,-5%,22,55%[activator]
CNCC(O)c1ccc(O)cc1 (stereo unspecified),?,0%,-1%&0%,-1%,4%,-6%[56.9 µM],-10%,-3,13%[57.1 µM]
O=C1CN=C(c2ccccc2)c2oc3ccc(Br)cc3c2N1,-8%,-15%,6%,-8%,-2%,-20%,-23%,-10,-3%
C[C@@H]1CN([C@H](C)CO)C(=O)CCCn2nncc2CO[C@@H]1CN(C)C(=O)Oc1ccc2ccccc2c1,.,-1%,2%,1%,-11%,.,6%,-13,.
CCN1CCN(S(=O)(=O)c2ccc(Cl)c(C(=O)Nc3ccc(C(=O)N(CC)CC)cc3)c2)CC1,7%,1%,0%,6%,0%,-33%,?,-2,3%
CCOP(=O)(OCC)C(NC(=O)CC(C)C)C(Cl)(Cl)Cl (stereo unspecified),23%[57.1 µM],2%,-8%,-2%,-36%,6%,-16%,-5,6%[57.1 µM]
C[C@@H]1C(=O)O[C@H]2CC34[C@H]5C[C@@H](C(C)(C)C)[C@]36[C@@H](OC(=O)[C@@H]6O)O[C@@]4(C(=O)O5)[C@]21O (stereo partly specified),11%,1%,?,-2%,-3%,14%,9%,-5,-3%
CCC(C)N1Cc2ccccc2C1=N (stereo unspecified),13%,-4%,0%,2%,-10%,13%,?,-4,9%
O=P(C(c1ccc2c(c1)OCO2)N1CCOCC1)(N1CCOCC1)N1CCOCC1 (stereo unspecified),-7%,12%,-4%,1%,-8%,-31%,-17%,2,-1%
Cc1cccc(C)c1NC(=O)CN1CCCC1,16%,-6%,-5%&-3%,2%,9%,0%,?,-7,6%
CN1CCC(N(C)Cc2cccnc2)CC1,-14%,15%,-1%,1%,10%,28%,2%,?,-10%
COC(=O)c1cn(Cc2ccc(F)cc2)c2ccccc12,.,7%,-3%,-11%,-4%,.,-19%,0,.
COc1ccc(N=C(C)c2c(O)n(C)c(=O)n(C)c2=O)c(OC)c1,-1%,13%,-1%,3%,-4%,-11%,-20%,4,-5%
O=C(CN1CCCC1)Nc1ccc(Cl)cc1C(=O)c1ccccc1,13%,1%,-4%,1%,-12%,-8%,-13%,-6,-3%
CC1=CC(=O)C2=C(C)C[C@H](O)[C@@H]3[C@H](OC(=O)[C@H]3C)[C@@H]12,-10%,-1%,0%,2%,-1%,-2%,18%,-5,-9%
CCOC(=O)c1sc(/N=C/c2c(O)n(-c3ccccc3)c(=O)[nH]c2=O)c(C#N)c1C,?,1%,-1%,0%,-6%,?,-25%,-5,0%[57.1 µM]

# Compound activity as filed in PubChem BioAssay.
